Bioassay records as filed in PubChem.
CHRM1 PAM: human M1 muscarinic receptor positive allosteric modulators, primary screen, CHO-K1 cells, Fluo-8 calcium fluorescence, 1536-well; Muscarinic acetylcholine receptor M1 (Homo sapiens), P11229; 360,000 tested, 0.088% active; AID 588819, 2011; CHO-K1 hM1, ACh EC20; 0% = ACh EC20, 100% = maximal ACh; activation, % at 3 µM; in the data active means activation above about 19%, passing the limit was not always enough
Target sequence (P11229 whole entry, looked up): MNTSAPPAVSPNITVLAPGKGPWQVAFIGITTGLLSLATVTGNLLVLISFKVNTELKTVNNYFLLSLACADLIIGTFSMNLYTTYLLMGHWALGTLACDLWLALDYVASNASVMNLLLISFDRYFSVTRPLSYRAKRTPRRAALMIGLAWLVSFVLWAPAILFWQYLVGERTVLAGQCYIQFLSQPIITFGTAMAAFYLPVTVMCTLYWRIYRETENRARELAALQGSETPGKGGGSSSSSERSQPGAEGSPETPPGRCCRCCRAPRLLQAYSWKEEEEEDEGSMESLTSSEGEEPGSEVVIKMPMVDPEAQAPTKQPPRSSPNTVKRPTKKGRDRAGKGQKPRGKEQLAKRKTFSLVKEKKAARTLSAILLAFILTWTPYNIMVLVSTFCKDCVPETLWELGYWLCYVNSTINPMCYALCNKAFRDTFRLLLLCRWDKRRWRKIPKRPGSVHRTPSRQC
M1 ag: human M1 muscarinic receptor agonists, primary screen, Fluo-8 calcium fluorescence, CHO-K1 cells, HTS. 360,000 tested, 0.33% active. Muscarinic acetylcholine receptor M1 (Homo sapiens), P11229. CHO-K1 hM1, agonist mode; 0% DMSO, 100% acetylcholine EC100. activation, % at 3 µM;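 active means activation above the run's mean compound activation plus 3 SD, cut at about 16% in these data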;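 further: peak over basal fluorescence ratio within a 140 s kinetic read after compound addition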
CHO parental Ca: ATP-evoked calcium signal inhibitors, parental CHO, primary screen, counter-screen for OX1R antagonist project, cell-based, fluorescence, Fluo-8 calcium dye; AID 463079, 2010; 330,000 tested, 0.63% active; inhibition, % at 5.6 µM; parental CHO-K1, ATP-induced calcium, Fluo-8 fluorescence;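 active means inhibition above that plate's mean sample inhibition plus 3 SD, cut at about 26% in these data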;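 further: 0% = ATP-challenged DMSO wells and 100% = DMSO wells without ATP; some compounds past the cut are filed as inactive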
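Material: parental CHO cells / Compound: single nominal dose of 5.6 µM per compound / Signal: Fluo-8 fluorescence / Replicates: singlicate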
OXTR agonist: human OXTR agonists, primary screen, fluorescence, CHO-OTR cells, Fluo-8 calcium; Fluo-8 calcium fluorescence; normalized: DMSO 0%, oxytocin 100%; activation, % at 3 µM; 320,000 tested, 0.32% active;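 active means activation above the mean of all tested compounds plus 3 SD, cutoff set per screening run, cut at about 20% in these data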;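 further: peak over basal fluorescence ratio from a 100 s FLIPR kinetic read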
Target sequence (P30559 whole entry, looked up): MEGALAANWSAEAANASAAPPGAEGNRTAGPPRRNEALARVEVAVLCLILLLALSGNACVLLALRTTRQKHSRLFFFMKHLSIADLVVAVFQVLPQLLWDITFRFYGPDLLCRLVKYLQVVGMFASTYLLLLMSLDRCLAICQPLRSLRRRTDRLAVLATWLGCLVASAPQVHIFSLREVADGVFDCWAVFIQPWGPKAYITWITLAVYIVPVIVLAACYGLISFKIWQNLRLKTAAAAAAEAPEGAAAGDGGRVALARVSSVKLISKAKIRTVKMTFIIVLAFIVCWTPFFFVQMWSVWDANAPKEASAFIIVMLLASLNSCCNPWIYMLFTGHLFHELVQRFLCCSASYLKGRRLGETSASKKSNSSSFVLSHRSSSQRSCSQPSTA
V1aR counter: agonists of human V1a receptor, primary screen, counter-screen for OXTR agonist project, fluorescence, CHO-V1R cells; Vasopressin V1a receptor (Homo sapiens), P37288; Fluo-8 calcium fluorescence, agonist mode; 0% DMSO, 100% 3 nM vasopressin; activation, % at 3 µM; 320,000 tested, 0.25% active; AID 2797, 2010;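 active means activation above the mean activation of all tested compounds plus 3 SD, per screening run, cut at about 20% in these data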;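 further: signal is peak over basal fluorescence ratio across a 100 second FLIPR read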
TAAR1 antag: human TAAR1 antagonists, primary screen, Fluo-8 calcium fluorescence, CHO RD-HGA16 cells; Trace amine-associated receptor 1 (Homo sapiens), Q96RJ0; antagonist; inhibition, % at 3 µM; 360,000 tested, 1.5% active;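 active means inhibition above a per-plate cutoff, the mean inhibition of test compounds on that plate plus 3 SD, cut at about 49% in these data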;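 further: 0% = DMSO plus EC80 beta-PEA response and 100% = DMSO alone without agonist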
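Test system: hTAAR1-expressing CHO RD-HGA16 cells, Gα16-coupled; Probe or stimulus: EC80 β-phenethylamine stimulus; Compound dosing: single nominal final test compound concentration of 3 µM; Timing: 140 s kinetic read after compound, 140 s after agonist; Signal: Fluo-8 calcium-sensitive fluorescence; Measure: % inhibition of agonist calcium response; Controls: DMSO and EC80 PEA controls.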
OXTR potentiator: human OXTR potentiators, primary screen, fluorescence, CHO-OTR cells, Fluo-8 calcium; Fluo-8 calcium fluorescence, potentiator mode; 0% = oxytocin EC15, 100% = EC100; 320,000 tested, 0.061% active; activation, % at 3 µM;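 active means activation above that plate's cutoff, the mean activation of tested compounds plus 3 SD, cut at about 6.6% in these data, passing the limit was not always enough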;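 further: 100% uses oxytocin at 75 nM as the full agonist control; some results filed as inactive read as strong as hits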
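test system = CHO-OTR cells, human receptor | compound = single-point 3.0 µM | schedule = 6 min compound pre-incubation at room temperature, 100 s kinetic read | signal = Fluo-8 no-wash calcium dye fluorescence, excitation 470-495 nm, emission 515-575 nm | repeats = single well per compound, singlicate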
CHRM1 antagonist: human M1 muscarinic receptor antagonists, primary screen, CHO-K1 cells, Fluo-8 calcium fluorescence, 1536-well | AID 588852, 2011 | inhibition, % at 3 µM | CHO-K1 hM1, ACh EC80 antagonist | 360,000 tested, 1.3% active;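 active means percent inhibition above its own plate's cutoff, namely the mean of that plate's compound wells plus 3 SD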;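 further: peak over basal fluorescence ratio during 140 s after agonist addition; 0% = ACh EC80 plus DMSO and 100% = DMSO alone without agonist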
TAAR1 ag: human TAAR1 agonists, primary screen, Fluo-8 calcium fluorescence, CHO RD-HGA16 cells; Trace amine-associated receptor 1 (Homo sapiens), Q96RJ0; vehicle wells 0%, saturating PEA agonist 100%; activation, % at 3 µM; 360,000 tested, 0.99% active; AID 624467, 2012;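 active means activation above the mean activation of all test compounds in the run plus 3 SD, cut at about 38% in these data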
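System: CHO-derived RD-HGA16 cells with stable Gα16 and human TAAR1. Times: 17-24 h plating, Fluo-8 75 min 37 °C, 30 min RT. Measured by: calcium-sensitive Fluo-8 signal, excitation 470-495, emission 515-575 nm. Read-out basis: % activation relative to PEA EC100 response. Control set: DMSO and PEA EC100. Repeats: no replicates (n 1).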
* = called active by the depositor; · = not tested or not shown.

#1 CCOC(=O)C1(Cc2cccc(OC)c2)CCCN(Cc2nccn2CC)C1 (configuration not stated)
#2 CC(C)CN(C(=O)COC(=O)Cc1c[nH]c2ccccc12)C1CCS(=O)(=O)C1 (configuration not stated)
#3 CC(=O)Nc1ccc(NC(=O)CC2SC(=O)N(CC(=O)c3ccccc3)C2=O)cc1 (configuration not stated)
#4 COc1ccc(NC(=O)C2CCN(c3ncnc4c3nc3n4CCCCC3)CC2)c(OC)c1
#5 O=C(COC(=O)CNC(=O)c1ccccc1F)NCCNC(=O)COC(=O)CNC(=O)c1ccccc1F
Compound	1	2	3	4	5
CHRM1 PAM	0	10	5	1	6
M1 ag	-7	-1	-4	-1	-3
CHO parental Ca	-16	-11	12	-31	11
OXTR agonist	0.0	1.8	0.1	1.7	1.1
V1aR counter	1.0	0.1	1.2	3.8	0.2
TAAR1 antag	22	-5	2	-13	-33
OXTR potentiator	-4	-14	-6	-11	6
CHRM1 antagonist	1	-16	-10	-13	-3
TAAR1 ag	6	3	16	-2	2

#6 COC(=O)c1c(NC(=O)C(=O)NCCCN2CCOCC2)sc2c1CCC2
#7 CSc1ccc(C#N)cc1NC(=O)c1cccc(Cl)c1
#8 O=C(NC1CCCCC1)c1cccc(NC(=O)c2ccccc2Cl)c1
#9 Cc1ccc(CNC(=O)CCCC(=O)Nc2cc(C)on2)cc1
#10 CCOc1ccc(S(=O)(=O)NCCC(=O)N2CCCC(C)C2)cc1 (configuration not stated)
Compound	6	7	8	9	10
CHRM1 PAM	7	3	-1	5	2
M1 ag	-6	-6	-1	-1	-3
CHO parental Ca	-6	-30	·	-15	-10
OXTR agonist	0.8	-2.5	·	-0.6	-0.7
V1aR counter	1.4	0.1	·	0.3	0.6
TAAR1 antag	-23	-1	3	-12	1
OXTR potentiator	0	-5	·	7	-1
CHRM1 antagonist	-9	-7	-7	3	-5
TAAR1 ag	24	7	5	9	0

#11 Cc1ncc2c(n1)NC(=O)NC2
#12 Cc1cc(-c2ccc(Cl)cc2)oc(=O)c1NC(=O)c1ccccc1
#13 CCCC12CN3CCN(CC(C3)/C1=N\NC(=O)c1ccc(F)cc1)C2
#14 CSc1nc2ccccc2nc1N(C)S(=O)(=O)c1ccc(C)cc1
#15 COc1cc(S(=O)(=O)N(C)C)ccc1Br
Compound	11	12	13	14	15
CHRM1 PAM	5	1	-7	9	6
M1 ag	-1	-4	-4	-2	-5
CHO parental Ca	·	-8	-11	-8	13
OXTR agonist	·	-0.2	0.3	-0.8	0.3
V1aR counter	·	0.3	-0.2	0.0	0.4
TAAR1 antag	-17	16	22	-19	9
OXTR potentiator	·	-4	-2	-6	2
CHRM1 antagonist	-2	-9	5	-14	-5
TAAR1 ag	2	17	5	3	2

#16 O=c1cc(CSc2nc3ccccc3c(=O)[nH]2)c2ccc(O)cc2o1
#17 COc1ccc(C(=O)OC(C)CN2CCOCC2)cc1OC (configuration not stated)
#18 Cc1cccc(NC(=O)c2cccc(Cn3cc(Br)c([N+](=O)[O-])n3)c2)c1C
#19 CCC(=O)Nc1cccc(C2=NOC3(C2)C[C@@H](C(N)=O)N(C(=O)c2cc([N+](=O)[O-])cc([N+](=O)[O-])c2C)C3)c1 (some centres not stated)
#20 COc1ccc(C(=O)Nn2c(C)nc3ccccc3c2=O)cc1Br
Compound	16	17	18	19	20
CHRM1 PAM	-6	6	-9	12	-13
M1 ag	-1	-5	-2	-6	-7
CHO parental Ca	·	2	-14	-22	-4
OXTR agonist	·	-0.1	2.7	1.5	0.5
V1aR counter	·	0.9	6.0	1.3	5.2
TAAR1 antag	-37	-21	37	-4	44
OXTR potentiator	·	-10	-16	2	-15
CHRM1 antagonist	16	-4	-2	-8	15
TAAR1 ag	18	3	11	5	17

#21 O=S(=O)(c1ccccc1)N1CCN(C(=S)Nc2ccccc2Cl)CC1
#22 CC1=C(C)CC(C(=O)Nc2cccc([N+](=O)[O-])c2)C(C(=O)O)C1 (configuration not stated)
#23 Cc1cc2nnc(SC3CCCCN(C(=O)c4ccc(F)cc4)C3=O)n2c2ccccc12 (configuration not stated)
#24 O=C(NCc1ccccc1)c1cc(C2COCCN2S(=O)(=O)c2cccs2)on1 (configuration not stated)
#25 CCCc1nc2n[nH]c(N)c2c2c1CCCC2
Compound	21	22	23	24	25
CHRM1 PAM	10	-2	7	14	6
M1 ag	-3	-3	-2	0	-2
CHO parental Ca	-11	-5	-31	·	4
OXTR agonist	-0.9	-0.6	-1.0	·	0.0
V1aR counter	3.6	0.8	-0.1	·	2.3
TAAR1 antag	15	-4	-18	-24	13
OXTR potentiator	-7	-8	-11	·	-1
CHRM1 antagonist	-19	0	-11	-9	-13
TAAR1 ag	1	3	2	6	7

#26 CCCCOC(=O)Nc1ccc(C)c(Cl)c1
#27 C[C@H]1CN([C@@H](C)CO)C(=O)CCCn2nncc2CO[C@@H]1CN(C)S(=O)(=O)c1ccccc1
#28 Cc1nc2sccn2c(=O)c1CCN1CCC(=C(c2ccc(F)cc2)c2ccc(F)cc2)CC1
#29 O=C(Cn1c(COc2ccc(Cl)cc2)nc2ccccc21)NCC(F)(F)F
#30 CC1CCc2sc3nc(NCc4ccco4)n4ncnc4c3c2C1 (configuration not stated)
Compound	26	27	28	29	30
CHRM1 PAM	-14	-1	-25	9	-2
M1 ag	-3	0	-7	-3	0
CHO parental Ca	-15	·	-20	-3	-16
OXTR agonist	-2.0	·	-1.4	2.5	-1.9
V1aR counter	-0.9	·	0.0	1.8	0.3
TAAR1 antag	23	-13	-3	9	-18
OXTR potentiator	-5	·	-1	4	-6
CHRM1 antagonist	9	-1	44	-5	-20
TAAR1 ag	14	2	-2	2	28

Copied from the list:
CHRM1 antagonist, `O=C(NC1CCCCC1)c1cccc(NC(=O)c2ccccc2Cl)c1` → -7
OXTR agonist, `Cc1nc2sccn2c(=O)c1CCN1CCC(=C(c2ccc(F)cc2)c2ccc(F)cc2)CC1` → -1.4

Remaining list, next part:
#31 CC1(C)CC(=O)C2=C(C1)OC(N)=C(C#N)C2CCc1ccccc1 (configuration not stated)
#32 COc1ccc(NS(=O)(=O)c2cccc(C(=O)NCCCN3CCCC3=O)c2)cc1
#33 CCCN1CNC(=S)N(c2ccc(C(=O)OCC)cc2)C1
#34 CC(C)C(=O)Nc1nnc(S(=O)(=O)N2CCCc3ccccc32)s1
#35 CC1CC(C)CN(C(=O)CSc2ccsc2[N+](=O)[O-])C1 (configuration not stated)
Compound	31	32	33	34	35
CHRM1 PAM	11	4	3	-4	6
M1 ag	-1	-3	-4	-9	-9
CHO parental Ca	-12	7	-14	6	-15
OXTR agonist	-1.3	-0.6	-0.2	0.8	-0.1
V1aR counter	-1.3	-0.4	1.4	2.6	1.7
TAAR1 antag	-23	-17	8	8	1
OXTR potentiator	-5	-5	-8	-7	-1
CHRM1 antagonist	-12	-3	3	3	1
TAAR1 ag	7	0	2	4	0

#36 CC1CN(S(=O)(=O)c2ccc(C(=O)OCc3ccc(C#N)cc3)cc2)CC(C)O1 (configuration not stated)
#37 O=C(CCCn1cnc([N+](=O)[O-])n1)Nc1ccc(F)c(Cl)c1
#38 Fc1ccccc1Nc1nc(-c2ccncc2)nc2ccccc12
#39 COc1ccc(Nc2nc(N3CCN(S(C)(=O)=O)CC3)nc3ccccc23)c(OC)c1
#40 COCCCNC(=O)C1CCN(S(=O)(=O)c2ccc3nc4c(c(C(=O)O)c3c2)CCCCC4)CC1
#41 COc1ccc(C2=Nc3ccccc3NC(=O)C2N(Cc2ccc(F)cc2)C(=O)c2ccco2)cc1 (configuration not stated)
Compound	36	37	38	39	40	41
CHRM1 PAM	-8	1	2	12	5	-4
M1 ag	-5	-2	-7	-3	-3	-5
CHO parental Ca	2	2	-19	-3	-16	·
OXTR agonist	3.3	0.9	-1.9	0.1	-1.1	·
V1aR counter	3.4	-0.1	-0.3	-0.2	0.1	·
TAAR1 antag	10	-11	10	-5	0	8
OXTR potentiator	-6	-1	1	0	-9	·
CHRM1 antagonist	6	1	3	-7	-6	9
TAAR1 ag	3	0	1	1	1	1

By substructure, those above with an aryl thioether with sulfur outside any ring (five)
#7 CSc1ccc(C#N)cc1NC(=O)c1cccc(Cl)c1
#14 CSc1nc2ccccc2nc1N(C)S(=O)(=O)c1ccc(C)cc1
#16 O=c1cc(CSc2nc3ccccc3c(=O)[nH]2)c2ccc(O)cc2o1
#23 Cc1cc2nnc(SC3CCCCN(C(=O)c4ccc(F)cc4)C3=O)n2c2ccccc12 (configuration not stated)
#35 CC1CC(C)CN(C(=O)CSc2ccsc2[N+](=O)[O-])C1 (configuration not stated)
Compound	7	14	16	23	35
CHRM1 PAM	3	9	-6	7	6
M1 ag	-6	-2	-1	-2	-9
CHO parental Ca	-30	-8	·	-31	-15
OXTR agonist	-2.5	-0.8	·	-1.0	-0.1
V1aR counter	0.1	0.0	·	-0.1	1.7
TAAR1 antag	-1	-19	-37	-18	1
OXTR potentiator	-5	-6	·	-11	-1
CHRM1 antagonist	-7	-14	16	-11	1
TAAR1 ag	7	3	18	2	0
